M1 antag – human CHRM1 antagonism; P11229; 1.3% of 360,000 active; CHO-K1 hM1, Fluo-8 calcium fluorescence, ACh EC80 antagonist; inhibition, % at 3 µM; AID 588852;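 active = percent inhibition above its own plate's cutoff, namely the mean of that plate's compound wells plus 3 SD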;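 note: peak over basal fluorescence ratio during 140 s after agonist addition; 0% = ACh EC80 plus DMSO and 100% = DMSO alone without agonist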
Target sequence (P11229 whole entry, looked up): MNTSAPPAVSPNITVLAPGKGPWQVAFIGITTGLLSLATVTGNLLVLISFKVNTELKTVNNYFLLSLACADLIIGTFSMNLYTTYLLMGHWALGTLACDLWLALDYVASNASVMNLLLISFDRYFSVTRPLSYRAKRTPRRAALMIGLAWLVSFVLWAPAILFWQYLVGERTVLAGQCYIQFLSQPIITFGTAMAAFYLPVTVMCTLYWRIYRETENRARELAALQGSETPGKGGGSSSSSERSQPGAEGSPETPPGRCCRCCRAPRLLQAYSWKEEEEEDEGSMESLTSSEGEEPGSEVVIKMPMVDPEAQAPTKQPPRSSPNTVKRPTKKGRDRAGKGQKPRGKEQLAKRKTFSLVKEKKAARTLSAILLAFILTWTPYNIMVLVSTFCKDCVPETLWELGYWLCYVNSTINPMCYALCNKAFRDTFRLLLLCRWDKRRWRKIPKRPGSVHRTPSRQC
M1 ag – human M1 muscarinic receptor agonism. CHO-K1 hM1, Fluo-8 calcium fluorescence, agonist mode; 0% DMSO, 100% acetylcholine EC100. activation, % at 3 µM. 0.33% of 360,000 active;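 active = activation above the run's mean compound activation plus 3 SD, cut at about 16% in these data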;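 note: peak over basal fluorescence ratio within a 140 s kinetic read after compound addition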
CHO-K1 Ca antag – nonselective inhibitor or artifact in parental CHO-K1 cells; inhibition, % at 3 µM; 0.6% of 360,000 active; ATP-induced calcium, Fluo-8 fluorescence;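 active = inhibition above a per-plate cutoff, the plate's mean sample inhibition plus 3 SD, cut at about 24% in these data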;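 note: 0% = DMSO plus EC80 ATP and 100% = DMSO alone without ATP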
CHO-K1 Ca PAM – M1 PAM counterscreen hit in parental CHO-K1 cells; ATP EC20, Fluo-8 calcium fluorescence; 0% at ATP EC20, 100% at ATP max; activation, % at 3 µM; 0.02% of 360,000 active; AID 602247;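 active = activation above the run cutoff, the mean activation of all test compounds plus 3 SD, cut at about 40% in these data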;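 note: peak over basal fluorescence ratio in a 140 s read after ATP addition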
M1 ag parental – counter-screen for M1 agonists: effect in parental CHO-K1 cells; Fluo-8 calcium fluorescence; scaled to maximal ATP response, vehicle zero; activation, % at 3 µM; 0.48% of 360,000 active; in the data active = activation above about 15%;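 note: untransfected CHO-K1 host cells lacking M1 receptor as counterscreen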
CHO parental Ca – counter-screen: ATP calcium response change in parental CHO cells | parental CHO-K1, ATP-induced calcium, Fluo-8 fluorescence | inhibition, % at 5.6 µM | 0.63% of 330,000 active | AID 463079;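 active = inhibition above that plate's mean sample inhibition plus 3 SD, cut at about 26% in these data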;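 note: 0% = ATP-challenged DMSO wells and 100% = DMSO wells without ATP; some compounds past the cut are filed as inactive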
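Assay system: parental CHO cells; Read-out basis: percent inhibition of ATP-evoked calcium rise, normalized to controls; Benchmarks: ATP and no-ATP DMSO wells; Compound dosing: single nominal dose of 5.6 µM per compound; Signal: Fluo-8 calcium dye fluorescence; Also added: ATP as calcium-mobilizing challenge; Repeats: singlicate.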
TAAR1 ag – human TAAR1 agonism | Q96RJ0 | CHO RD-HGA16 TAAR1, Fluo-8 calcium fluorescence; vehicle wells 0%, saturating PEA agonist 100% | activation, % at 3 µM | 0.99% of 360,000 active | AID 624467;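 active = activation above the mean activation of all test compounds in the run plus 3 SD, cut at about 38% in these data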
Target sequence (Q96RJ0 whole entry, looked up): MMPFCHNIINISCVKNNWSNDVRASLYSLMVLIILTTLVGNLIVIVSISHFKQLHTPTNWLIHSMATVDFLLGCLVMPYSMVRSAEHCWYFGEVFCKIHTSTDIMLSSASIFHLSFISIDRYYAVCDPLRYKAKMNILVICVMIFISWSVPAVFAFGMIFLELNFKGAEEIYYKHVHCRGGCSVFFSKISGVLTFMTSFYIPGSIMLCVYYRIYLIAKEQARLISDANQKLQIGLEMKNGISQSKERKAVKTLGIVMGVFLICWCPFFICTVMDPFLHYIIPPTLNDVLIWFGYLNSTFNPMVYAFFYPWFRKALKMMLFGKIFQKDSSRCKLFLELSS
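Repeats: no replicates (n 1) | Material: CHO-derived RD-HGA16 cells with stable Gα16 and human TAAR1 | Technique: Kinetic Fluo-8 calcium fluorescence | Schedule: 17-24 h seeding, 75 min 37 °C dye, 30 min RT | Evaluation: % activation from peak over basal fluorescence ratio, DMSO-to-PEA scaled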
M1 PAM – human CHRM1 positive allosteric modulation; P11229; CHO-K1 hM1, Fluo-8 calcium fluorescence, ACh EC20; 0% = ACh EC20, 100% = maximal ACh; activation, % at 3 µM; 0.088% of 360,000 active; in the data active = activation above about 19%, passing the limit was not always enough
TAAR1 antag – antagonists of human TAAR1; 1.5% of 360,000 active; Q96RJ0; inhibition, % at 3 µM; CHO RD-HGA16 TAAR1, Fluo-8 calcium fluorescence, antagonist;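 active = inhibition above a per-plate cutoff, the mean inhibition of test compounds on that plate plus 3 SD, cut at about 49% in these data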;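 note: 0% = DMSO plus EC80 beta-PEA response and 100% = DMSO alone without agonist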
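Test system: RD-HGA16 CHO cells with stable hTAAR1 and Gα16 / Probe or stimulus: EC80 β-phenethylamine stimulus / Times: seeding 17-24 h prior, 75-min 37 °C, 30-min RT dye loading / Detection: Fluo-8 calcium-sensitive fluorescence / Read-out basis: % inhibition scaled between DMSO and EC80 PEA controls / Repeats: singlicate, one well per test compound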
Starred values were filed as active, the others as inactive; / = no result given.

Keys – A = M1 antag; B = M1 ag; C = CHO-K1 Ca antag; D = CHO-K1 Ca PAM; E = M1 ag parental; F = CHO parental Ca; G = TAAR1 ag; H = M1 PAM; I = TAAR1 antag
CCN1CCN(C(c2ccccc2)c2nnnn2Cc2ccc3c(c2)OCO3)CC1 (stereo not drawn)
  A: -9	B: -6	C: 2	D: 4	E: 0.1	F: -18	G: 5	H: 8	I: 4

CCCc1ccc(S(=O)(=O)N2CCN(C(C)C(=O)NCc3ccc(OC)cc3)CC2)cc1 (stereo not drawn)
  A: -8	B: 5	C: 14	D: -11	E: 2.0	F: -9	G: -1	H: 11	I: -7

COc1ccc(S(=O)(=O)N2CCCCC2)cc1NC(=O)CCNC(=O)c1ccccc1Cl
  A: -15	B: -6	C: 12	D: -25	E: 0.4	F: -21	G: 9	H: 9	I: 0

CCCCn1c(N)c(N(CCC(C)C)C(=O)c2cccc(-n3cnnn3)c2)c(=O)[nH]c1=O
  A: -9	B: -1	C: 1	D: 2	E: -0.3	F: -27	G: 1	H: 0	I: -16

O=C(N/N=C/C=C/c1ccccc1)c1cc2c(ccc3ccccc32)o1
  A: 0	B: -2	C: 9	D: -1	E: 0.1	F: -17	G: -2	H: 4	I: 9

CCn1c2ccccc2c2nc3ccccc3nc21
  A: -4	B: 5	C: -1	D: 18	E: 0.9	F: -5	G: /	H: 6	I: /

N#Cc1cccc(C(=O)OCC(=O)c2ccc3c(c2)NC(=O)CO3)c1
  A: -9	B: -2	C: 7	D: 11	E: 0.9	F: -2	G: 9	H: 8	I: -15

COc1ccc(OCC(O)CNC(=O)Nc2ccc(C(C)(C)C)cc2)cc1 (stereo not drawn)
  A: -14	B: -4	C: -25	D: 23	E: 2.4	F: -16	G: 4	H: 9	I: -58

COc1ccc2[nH]c(C(=O)N3CCC(CO)(Cc4cccc(C(F)(F)F)c4)CC3)c(C)c2c1
  A: -10	B: -1	C: -15	D: 16	E: 1.6	F: -8	G: 2	H: 7	I: 14

O=C(CS(=O)CC(=O)N(c1ccccc1)C(C(=O)NC1CCCCC1)c1ccco1)Nc1ccc(F)cc1 (stereo not drawn)
  A: -6	B: -6	C: 17	D: -13	E: -0.1	F: -8	G: 4	H: 10	I: -27

CSCCC(NS(=O)(=O)c1ccccc1)C(=O)OCc1cc(=O)oc2cc(O)ccc12 (stereo not drawn)
  A: 8	B: -5	C: -1	D: -13	E: 2.3	F: -4	G: 7	H: -6	I: -3

CCOC(=O)CCNC(=O)N1CCCC(C(=O)c2ccc3c(c2)OCO3)C1 (stereo not drawn)
  A: -1	B: -7	C: -3	D: 14	E: 0.4	F: -12	G: 2	H: 5	I: 2

Cc1ccccc1-n1c(=O)c2ccccc2n2c(=O)[nH]nc12
  A: -2	B: -3	C: -9	D: 1	E: 0.1	F: -23	G: 11	H: 6	I: 8

C=CCOc1cccc(C2C(C(=O)c3ccc(C)o3)=C(O)C(=O)N2CCCn2ccnc2)c1 (stereo not drawn)
  A: -13	B: -2	C: 1	D: 4	E: 0.7	F: 5	G: 6	H: 19	I: -26

COc1ccc(S(=O)(=O)NC(C)c2ccccc2)cc1C(=O)N1CCCCC1 (stereo not drawn)
  A: 2	B: 0	C: 2	D: -1	E: 0.4	F: -15	G: 6	H: 0	I: -21

Cc1ccc(S(=O)(=O)NCCc2nnc3ccc(NCCCOC(C)C)nn23)cc1
  A: 0	B: -7	C: 9	D: -8	E: 1.2	F: -11	G: 1	H: 0	I: 3

CC(=O)N1CCc2cc(Br)cc(S(=O)(=O)CCC(=O)N3CCN(c4ccccn4)CC3)c21
  A: -3	B: -7	C: -11	D: 13	E: 0.1	F: -1	G: 3	H: 6	I: -19

COc1ccc(C(=O)O)cc1S(N)(=O)=O
  A: 2	B: -3	C: 4	D: -9	E: -0.5	F: 10	G: 1	H: 1	I: 0

CCNC(=O)C1CCCN(C(=O)c2cccc3ccccc23)CC1 (stereo not drawn)
  A: -4	B: -1	C: -1	D: 7	E: 0.5	F: /	G: 1	H: -1	I: -17

COc1ccc(CNS(=O)(=O)c2ccc3c(c2)CCN3C(=O)C2CCC2)cc1
  A: -16	B: 1	C: 1	D: 5	E: 8.3	F: -12	G: 0	H: 3	I: -9

COC(=O)c1ccc(S(=O)(=O)NCc2ccc(S(N)(=O)=O)cc2)n1C
  A: -12	B: -5	C: -8	D: 13	E: 5.6	F: -16	G: 2	H: 11	I: -10

FC(F)(F)c1ccc(-c2nnc(-c3ccccn3)c(-c3ccccn3)n2)nc1
  A: -6	B: -4	C: 2	D: -3	E: -0.2	F: -9	G: 0	H: 3	I: -14

CCOc1cc(C(=O)Nc2ccc(C)cc2O)ccc1OCC(=O)N1CCOCC1
  A: 18	B: -2	C: 16	D: -6	E: -0.5	F: -19	G: 1	H: -2	I: 0

CCC(CC)n1[nH]c(=O)c2c(C)cc(C)nc21
  A: -2	B: -2	C: -10	D: 8	E: -0.1	F: -2	G: 5	H: 3	I: 10

COc1ccc(/C=C2\SC(=O)N(CCC(=O)N(C)C3CCS(=O)(=O)C3)C2=O)cc1 (stereo not drawn)
  A: -7	B: 0	C: -17	D: 8	E: 3.6	F: 6	G: 2	H: 3	I: -9

COc1ccc(Br)cc1/C=N/n1c(COc2ccccc2)n[nH]c1=S
  A: -13	B: -4	C: -14	D: 8	E: 2.3	F: -1	G: 3	H: 8	I: -19

Cc1ccccc1NC(=O)NNC(=O)OC(C)(C)C
  A: -8	B: -2	C: -8	D: 13	E: 0.1	F: -14	G: -1	H: 6	I: 3

NNC(=S)NC1CCS(=O)(=O)C1 (stereo not drawn)
  A: -8	B: 2	C: -8	D: 12	E: 0.6	F: -2	G: 4	H: 11	I: -8

CCNC(=S)NNC(=O)c1cccn(Cc2ccc(Cl)cc2Cl)c1=O
  A: -5	B: -5	C: -5	D: 9	E: 1.3	F: -6	G: 8	H: 0	I: 19

CCOC(=O)C1CCCN(CC(O)COc2ccc(OC)cc2C(C)(C)C)C1 (stereo not drawn)
  A: 32*	B: 60*	C: -10	D: 18	E: 0.5	F: -16	G: 39*	H: -30	I: 48

O=C1C2C3C=CC(C4CC34)C2C(=O)N1Cc1ccco1 (stereo not drawn)
  A: 4	B: -8	C: 10	D: -7	E: 0.0	F: -2	G: 7	H: 0	I: -15

Cc1ccc(NC(=O)c2sc(Cl)nc2C)c(C)c1
  A: -4	B: -11	C: -5	D: 10	E: -0.5	F: -11	G: -2	H: 0	I: -14

N#Cc1ccsc1NC(=O)CN1CCN(c2ccc(O)cc2)CC1
  A: -2	B: -7	C: 4	D: 23	E: 12	F: -3	G: 1	H: 0	I: -1

CCOC(=O)c1c(O)c2ccccc2n(-c2ccccc2)c1=O
  A: -6	B: -2	C: -9	D: 6	E: -0.3	F: -11	G: 8	H: 5	I: -22

O=C(NC1CCCCC1)C(c1ccc2ncccc2c1)N(Cc1ccc(F)cc1)C(=O)c1cccs1 (stereo not drawn)
  A: 1	B: -8	C: -8	D: 12	E: -0.2	F: -17	G: -1	H: 4	I: -26

Nn1c(SCc2ccc(F)cc2)nnc1-c1ccncc1
  A: -10	B: 4	C: -6	D: 15	E: 14	F: -12	G: 2	H: 8	I: 8

O=C(COC(=O)/C=C/c1cccc(C(F)(F)F)c1)NC1CCCCCC1
  A: -2	B: -2	C: -14	D: -11	E: 0.0	F: 2	G: 9	H: -1	I: -6

COc1cc(OC)c(N(C)S(=O)(=O)c2cccc(C(=O)NC(C)C3CC4CCC3C4)c2)cc1Cl (stereo not drawn)
  A: -8	B: -4	C: -25	D: 32	E: 0.3	F: -10	G: 2	H: 4	I: -25

CCCCNC(=S)N/N=C/c1ccc(C#N)cc1
  A: -1	B: -4	C: -12	D: 15	E: 0.7	F: -33	G: 2	H: 2	I: 10

CN(C)c1ccc(C(=O)NN2C(=O)c3ccccc3C2=O)cc1
  A: -6	B: -4	C: -5	D: -1	E: 0.2	F: -1	G: 3	H: 6	I: -14

Cn1ccc(NC(=O)c2ccc(Cl)cc2Cl)n1
  A: -8	B: 0	C: -18	D: 14	E: 0.7	F: 1	G: 2	H: 11	I: -17

Cc1ccc(C(=O)O/N=C/c2c(C(F)(F)F)nn(C)c2Sc2ccc(Cl)cc2)cc1
  A: 4	B: -4	C: -8	D: 1	E: 0.0	F: -26	G: 5	H: 0	I: 1

O=C(c1ccco1)N1CCN(S(=O)(=O)c2ccc3c(c2)OCCO3)CC1
  A: 3	B: -4	C: -1	D: -3	E: 0.3	F: -2	G: 10	H: 0	I: -7

CCN(C(=O)CSc1cc(C)c2ccccc2n1)c1c(N)n(Cc2ccccc2)c(=O)[nH]c1=O
  A: -2	B: -2	C: -15	D: 3	E: 0.1	F: -7	G: 4	H: 4	I: -10

O=C(Cn1c(=O)n(Cc2ccco2)c(=O)c2ccccc21)Nc1cccc(Cl)c1
  A: -2	B: -2	C: 6	D: -4	E: 2.0	F: 11	G: 9	H: -5	I: 30

CCOC(=O)Cn1nc(-c2ccc(F)cc2)oc1=O
  A: -6	B: -5	C: -23	D: 28	E: 0.9	F: -7	G: 8	H: 4	I: 6

O=C(CN(C(=O)c1ccc(Cl)cc1Cl)N1C(=O)C2C3C=CC(C3)C2C1=O)c1ccc(F)cc1 (stereo not drawn)
  A: 5	B: 0	C: -8	D: -3	E: 0.3	F: -20	G: 11	H: -4	I: -10

An excerpt from above, showing only M1 ag parental, CHO parental Ca and TAAR1 antag:
mol	M1 ag parental	CHO parental Ca	TAAR1 antag
O=C(c1ccco1)N1CCN(S(=O)(=O)c2ccc3c(c2)OCCO3)CC1	0.3	-2	-7
CCN(C(=O)CSc1cc(C)c2ccccc2n1)c1c(N)n(Cc2ccccc2)c(=O)[nH]c1=O	0.1	-7	-10
O=C(Cn1c(=O)n(Cc2ccco2)c(=O)c2ccccc21)Nc1cccc(Cl)c1	2.0	11	30

Assay outcomes: PubChem, The Scripps Research Institute Molecular Screening Center
